GoLoco inh red – qHTS Assay for Inhibitors of RGS12 GoLoco Motif Activity (Red Fluorophore). Guanine nucleotide-binding protein G(i) subunit alpha-1 (Homo sapiens), P63096. Gai1:RGS12 GoLoco peptide FP, rhodamine, 10 min. Potency, µM (series often up to 61.6 µM), for the others: at the highest dose activity, negative = inhibition, actives largely listed as inhibitors. 230,000 compounds, 0.44% hits. AID 880, 2007; active means well fitted inhibition curve with a large enough effect, not every such curve was filed as active; inactive means no such curve, though single readings can be large or run the other way; further: on the % scale 0 is the no-effect control and ±100 the full control effect; nearly all actives have a fitted effect of over 30% in size; many of its hits are not listed in these tables
Target sequence (P63096 whole entry, looked up): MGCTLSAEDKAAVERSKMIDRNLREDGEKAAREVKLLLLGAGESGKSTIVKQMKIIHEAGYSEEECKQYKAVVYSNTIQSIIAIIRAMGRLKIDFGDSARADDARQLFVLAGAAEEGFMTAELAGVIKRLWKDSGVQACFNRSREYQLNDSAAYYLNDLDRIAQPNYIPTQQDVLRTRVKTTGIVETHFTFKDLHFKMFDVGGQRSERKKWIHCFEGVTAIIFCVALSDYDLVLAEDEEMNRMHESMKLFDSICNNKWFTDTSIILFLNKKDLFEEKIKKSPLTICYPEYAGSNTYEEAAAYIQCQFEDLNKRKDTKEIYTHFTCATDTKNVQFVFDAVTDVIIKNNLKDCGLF
IMPase Li cell – qHTS Assay for Identifying the Cell-Membrane Permeable IMPase Inhibitors: Potentiation with Lithium. 210,000 compounds, 0.35% hits. Potency, µM (doses to about 59.4 µM), for the others: at the top dose activity, negative = IMPase inhibition, hits mostly inhibitors. CHO-M1 cells, IP1 TR-FRET (IP-One), carbachol + lithium;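 further: IP1 builds up when IMPase is blocked and the TR-FRET signal falls; plate controls were basal vehicle for no effect and high inhibitor control for full effect; nearly all actives have a fitted effect of over 50% in size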
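Readout is a homogeneous TR-FRET IP1 immunoassay (Ex 320, Em 665 and 620), where raised cytosolic IP1 lowers signal. Cells were CHO-M1 treated 30 min at 37C with test compounds plus a little lithium; AC50 values came from Hill-equation fitting.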
GAA inhib – qHTS Assay for Inhibitors of Human alpha-Glucosidase as a Potential Chaperone Treatment of Pompe Disease | Lysosomal alpha-glucosidase (Homo sapiens), P10253 | purified human GAA, 4-MU-alpha-glucoside fluorescence | Potency, µM (series often up to 76.9 µM), inactives show at the highest dose activity change, negative = inhibition, hits mostly inhibitors | 200,000 compounds, 0.005% hits | AID 1466, 2008;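 further: plate controls were uninhibited enzyme wells for no effect and no-enzyme background for full effect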
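Activity normalized between no-enzyme (basal) and enzyme-only wells. Conditions: 4 nM human enzyme, 400 uM fluorogenic substrate, citrate/phosphate pH 5.0 with Tween-20, 20 min room temperature, compounds up to 77 uM.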
HTT ATP protect – qHTS Multiplex Assay to Identify Dual Action Probes in a Cell Model of Huntington: Cytoprotection (ATP) | PC12 HTT-Q103 induced, cytoprotection, ATP luminescence, 40 h | Potency, µM (top dose mostly 56.4 µM), inactives show cytoprotection (ATP increase), actives largely listed as activators | 230,000 compounds, 0.14% hits | AID 1471, 2008;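 further: % of control where 0% means no effect; nearly all actives have a fitted effect of over 45% in size; toxic huntingtin expression switched on by the ecdysone agonist tebufenozide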
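Compounds were screened for protection of PC12 cells against cell death after tebufenozide induction (100 nM final) of mutant Huntingtin exon 1 (Q103) fused to GFP.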
GAA glycogen mod – qHTS Assay for Inhibitors and Activators of Human alpha-Glucosidase Cleavage of Glycogen; Lysosomal alpha-glucosidase (Homo sapiens), P10253; AID 2100, 2009; recombinant GAA, glycogen substrate, Amplex Red glucose oxidase fluorescence; 300,000 compounds, 0.38% hits; Potency, µM (series often up to 76.4 µM), without a hit: at the top dose activity change, negative = inhibition, usual class: inhibitors;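 further: 0% = full enzyme reaction and -100% = no-enzyme basal signal; the screen sought inhibitors and activators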
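Natural-substrate format: glycogen cleavage by 4 nM human enzyme, glucose read by Amplex Red coupling (Ex 573, Em 610 nm). Normalized to enzyme and no-enzyme controls.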
GAA spleen mod – qHTS Assay for Inhibitors and Activators of Human alpha-Glucosidase From Spleen Homogenate; Lysosomal alpha-glucosidase (Homo sapiens), P10253; human spleen homogenate, 4-MU-alpha-glucoside fluorescence; Potency, µM (doses to about 79.9 µM), without a hit: at the highest dose activity change, negative = inhibition, actives largely listed as inhibitors; 240,000 compounds, 0.006% hits;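 further: 0% = enzyme with vehicle and -100% = no enzyme basal signal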
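AC50 values come from Hill-equation fits of concentration-response data, normalized to no-enzyme and full-activity controls. Enzyme source: 1 ug human spleen homogenate; 1 mM fluorogenic 4-MU glucoside, pH 5.0 citrate buffer, 37 C, 40 min.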
HTT aggregate – qHTS Multiplex Assay to Identify Dual Action Probes in a Cell Model of Huntington: Aggregate Formation (GFP) | PC12 HttQ103-GFP aggregates, Acumen cytometry, 40 h | Potency, µM (highest dose often 46.1 µM), without a hit: top-dose activity change, negative = inhibition, actives largely listed as inhibitors | 220,000 compounds, 1.1% hits | AID 1688, 2009; further: on the % scale 0 is the no-effect control and ±100 the full control effect; nearly all actives have a fitted effect of over 60% in size
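Huntingtin Q103 exon 1–GFP aggregates in induced PC12 cells (100 nM tebufenozide) were quantified by cytometry from lysates, with compounds dosed in titration.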
* marks the source's active call; other numbers are inactive results; ? = inconclusive; . = no result given; [ ] = remark or other dose. Unless noted, the call rests on the fitted dose curve; in most records, active means well fitted curve in the direction sought with a large enough effect; inconclusive means small, poorly fitted or top-dose-only effect, or another doubt; inactive means no such curve, though single readings can be large; an effect the other way counts as inactive or inconclusive. Potency means the concentration at half of the fitted maximal effect. The list is partial; the hit share may differ from the screen's.

SMILES | GoLoco inh red | IMPase Li cell | GAA inhib | HTT ATP protect | GAA glycogen mod | GAA spleen mod | HTT aggregate
O=C(CCCn1c(SCc2ccccc2F)nc2ccccc2c1=O)NCC1CCCO1 (centres undefined) | 1% | -3% | 7% | -53%[inhibitor] | 1% | 1% | 6%
Cn1c2c(c(=O)[nH]c1=O)C(NC(=O)c1ccco1)(C(F)(F)F)C(=O)N2 (centres undefined) | -10% | -5%[38.3 µM] | -2% | -10% | 1% | -14% | 4%
CC1(C)CC(=O)C(C=NCc2ccccn2)=C(O)C1 | -1% | -2%[38.3 µM] | 0% | -8% | -1% | 1% | 9%
O=C(O)/C=C/C(=O)Nc1ccc(OC(F)(F)F)cc1Br | -2% | . | ? | 4%[10 µM] | -4% | 1% | 0%[9.22 µM]
COc1cc(C(=O)Nc2ccc(S(=O)(=O)N(C)c3ccccc3)cc2)cc(OC)c1OC | -8% | 1% | -12% | . | -7% | -5% | -2%
O=C(C1CCN(Cc2ccc(F)cc2)CC1)N1CCN(C/C=C/c2ccccc2)CC1 | 0% | -4% | 2% | -25% | 4% | -4% | 1%
O=C(c1cccs1)N1CCN=C1SCc1cccc(F)c1 | -1% | . | . | 21%[10 µM] | -15% | 5% | 31%[9.22 µM]
Cc1cc(C)cc(NC(=S)NCC2CCN(C(C)c3ccccc3)C2)c1 (centres undefined) | 4% | -4% | -7% | -11% | -2% | -4% | ?
Cc1occc1C(=O)N1CCN(c2ncccn2)CC1 | 10% | -3%[38.3 µM] | -2% | 28%[10 µM] | 2% | -2% | -8%
CC(C(=O)Nc1cccc([N+](=O)[O-])c1)n1nnc2ccccc21 (centres undefined) | 6% | 3%[38.3 µM] | 3% | -2% | 3% | -9% | -15%
O=C(COC(=O)CCc1nc2ccccc2c(=O)[nH]1)NC1CCS(=O)(=O)C1 (centres undefined) | 8% | -5% | 7% | -30% | -10% | 3% | 18%
Cc1c(S(=O)(=O)N2CCN(c3cccc(C(F)(F)F)c3)CC2)c(=O)n(C)c(=O)n1C | 8% | 14%[38.3 µM] | 1% | -24% | -12% | -4% | 1%
CC(C(=O)N1CCCCC1)N1C(=O)c2ccccc2C1=O (centres undefined) | -20% | 13%[38.3 µM] | -3% | 3% | -1% | -13% | 32µM*
O=C(Nc1ccc(S(=O)(=O)N2CCCCC2c2cccnc2)cc1)c1ccccc1F (centres undefined) | 11% | 11% | -12% | . | 5% | 1% | ?
NC(=O)c1ccsc1NC(=O)CSc1nnc2ccccn12 | 14% | 3% | 0% | -11% | 0% | 8% | 1%
COc1ccc(C(CC(=O)O)NS(=O)(=O)c2ccc(C)cc2)cc1 (centres undefined) | 1% | 21%[38.3 µM] | -15% | 13% | 6% | -1% | 27%
CCOC(=O)COc1ccccc1/C=C1/NC(=O)NC1=O | -1% | 1% | 4% | 34%[10 µM] | 7% | 0% | 15%
Cc1nn(-c2ccccc2)c(C)c1C(=O)OCC(=O)NC12CC3CC(CC(C3)C1)C2 | 1% | -4%[38.3 µM] | -4% | -52%[inhibitor] | -14% | -2% | ?
O=C(Nc1cc(Cl)ccc1N1CCOCC1)c1ccc2c(c1)OCCO2 | 8% | 22% | ? | . | 1% | -1% | .
Cc1nnc(Nc2ccc3c(c2)ncn3C)c2ccccc12 | -1% | -4%[38.3 µM] | ? | -3% | 6% | -4% | 7%
CCCn1c(CN(C)Cc2ccccc2)nc2c1c(=O)n(C)c(=O)n2C | 11% | 7% | -6% | 10%[10 µM] | -1% | -1% | 22µM*
COc1ccc(OCC2CCCN(Cc3nc(CC4CC4)no3)C2)cc1 (centres undefined) | 4% | 6% | ? | -6%[10 µM] | -15% | 4% | 6%[9.22 µM]
NC(=S)Nc1c(Cl)cccc1Cl | 1% | . | . | 8%[10 µM] | 1% | -7% | -4%[9.22 µM]
COc1ccc(-c2nnc(OCc3ccccc3)c3ccccc23)cc1 | -1% | 40%[activator] | -6% | 21%[10 µM] | -10% | 6% | ?

Profiles from above. Screens in order: GoLoco inh red | IMPase Li cell | GAA inhib | HTT ATP protect | GAA glycogen mod | GAA spleen mod | HTT aggregate
`Cc1nnc(Nc2ccc3c(c2)ncn3C)c2ccccc12` across the screens: -1% | -4%[38.3 µM] | ? | -3% | 6% | -4% | 7%
`NC(=S)Nc1c(Cl)cccc1Cl` across the screens: 1% | . | . | 8%[10 µM] | 1% | -7% | -4%[9.22 µM]
`CC(C(=O)N1CCCCC1)N1C(=O)c2ccccc2C1=O` (centres undefined) across the screens: -20% | 13%[38.3 µM] | -3% | 3% | -1% | -13% | 32µM*

(further entries)
SMILES | GoLoco inh red | IMPase Li cell | GAA inhib | HTT ATP protect | GAA glycogen mod | GAA spleen mod | HTT aggregate
N#Cc1nc(-c2ccc(OCc3ccccc3)cc2)oc1NCCCN1CCOCC1 | -4% | 31%[activator][38.3 µM] | -10% | -24% | ? | 2% | -27%
Cc1sc2ncnc(Sc3ccccc3C(=O)Nc3ccc(Br)cc3)c2c1C | . | . | -8% | 2%[10 µM] | -7% | -3% | 18%
O=C(NC(=S)N1CCN(C2CCCCC2)CC1)c1ccccc1 | 16% | 3% | -4% | . | 9% | -4% | 12%
CC(C)CNc1nc(Oc2ccc(=O)n(C)n2)nc(N2CCOCC2)n1 | 4% | -3%[38.3 µM] | -6% | -13% | 2% | 4% | ?
O=CN(c1ccccc1)c1ccc2ccccc2c1 | 5% | 5% | 14% | 10%[10 µM] | -9% | 6% | 13%[9.22 µM]
CCOC(=O)COc1ccc(S(=O)(=O)N2CCc3ccccc3C2)cc1 | -2% | 20%[38.3 µM] | -6% | -9%[0.074 µM] | -9% | -2% | -2%
CCOc1cc(N2CCOCC2)c(OCC)cc1NC(=O)c1cc(-c2ccco2)nc2ccccc12 | 12% | 26%[38.3 µM] | -9% | -94%[inhibitor] | 1% | -1% | -4%
Cc1cc(C(=O)Oc2cccnc2)ccc1[N+](=O)[O-] | -4% | 0% | 8% | 22%[10 µM] | -4% | 3% | -1%
c1ccc(-c2nc3c4ccccc4ccn3c2CN2CCOCC2)cc1 | -2% | . | . | 3%[10 µM] | 4% | -2% | 24%[9.22 µM]
C=CCn1c(C)cc(C(=O)Cn2nc(C(=O)O)c3ccccc3c2=O)c1C | -4% | 7% | 4% | -5% | 6% | 3% | 9%
O=C(CSc1nc2ccccc2c(=O)n1-c1ccc(F)cc1F)Nc1ccc(N2CCOCC2)cc1 | -5% | 0% | -9% | 3%[10 µM] | -6% | 1% | -9%
CCCCC(c1nnnn1C1CCCC1)N1CCN(C(=O)c2ccco2)CC1 (centres undefined) | -7% | 20%[38.3 µM] | -2% | -13%[10 µM] | 4% | -3% | -14%
O=c1[nH]c(=O)n(Cc2ccccc2)c2c1CCC2 | . | . | 1% | -1%[10 µM] | 11% | -3% | -12%
COc1ccc(C(=O)c2cc3c(cc2[N+](=O)[O-])OCCO3)cc1 | 2% | 20% | -7% | -10% | 12% | -1% | -23%
O=C(NCc1ccc(Cl)cc1)NCC(F)(F)F | -3% | -1% | -10% | -24%[10 µM] | 2% | 1% | -1%
O=C(NS(=O)(=O)c1ccc(Cl)cc1)c1ccccc1 | 1% | -6% | 4% | 3% | 4% | -11% | 2%
O=C(COc1ccc(S(=O)(=O)NC2CCCCC2)cc1)NC1CCCC1 | 1% | 7% | ? | 5%[10 µM] | 16% | 2% | -6%[9.22 µM]
CN(Cc1ccc(Cl)cc1)C(=O)CCl | 4% | -11% | 3% | -41%[inhibitor] | -8% | 1% | ?
COC(=O)c1ccc(C(=O)OC)c(NC(=S)N2CCN(c3cc(Cl)ccc3C)CC2)c1 | 18% | 3% | 0% | 13%[1.9 µM] | 7% | -7% | 18%
Cn1c2ccccc2c2cnn(CC(=O)O)c(=O)c21 | 8% | -10%[38.3 µM] | -4% | 14% | -2% | 1% | 11%
O=C(NCN1C(=O)C2C3C=CC(C3)C2C1=O)Nc1ccccc1O (centres undefined) | -16% | -1% | 4% | -8% | ? | 0% | 28%
COc1ccc(/C=C/C(=O)Nc2nonc2NC(C)=O)cc1 | 5% | 6% | -8% | 6%[10 µM] | 14% | -4% | -5%
ONC(=Nc1cccc(C(F)(F)F)c1)c1cccnc1 | 10% | . | 1% | 11%[10 µM] | 4% | -1% | 8%[9.22 µM]
O=C(NCc1ccco1)c1noc2c1CCCC2 | 3% | -6%[38.3 µM] | -4% | -66%[inhibitor] | -5% | -18% | 18%

Sorted by value in IMPase Li cell (largest number first): 3 from the list above
| Compound | GoLoco inh red | IMPase Li cell | HTT aggregate |
| --- | --- | --- | --- |
| O=C(NCN1C(=O)C2C3C=CC(C3)C2C1=O)Nc1ccccc1O (centres undefined) | -16% | -1% | 28% |
| O=C(COC(=O)CCc1nc2ccccc2c(=O)[nH]1)NC1CCS(=O)(=O)C1 (centres undefined) | 8% | -5% | 18% |
| CN(Cc1ccc(Cl)cc1)C(=O)CCl | 4% | -11% | ? |

Later entries
SMILES | GoLoco inh red | IMPase Li cell | GAA inhib | HTT ATP protect | GAA glycogen mod | GAA spleen mod | HTT aggregate
Cc1ccc(S(=O)(=O)c2c(CO)c(-c3ccccc3)nn2C)cc1 | -3% | 2% | -7% | -22% | -4% | 5% | -18%
c1ccc(Cn2nnnc2C(c2cccs2)N2CCCCCC2)cc1 (centres undefined) | 11% | 8% | -6% | 6%[10 µM] | 0% | 7% | -16%
Cc1cc(F)ccc1S(=O)(=O)Nc1ncnc2scc(-c3ccc(F)cc3)c12 | 3% | -4% | 6% | 15%[10 µM] | 7% | -4% | ?
CCOC(=O)/C(C#N)=C/c1cc2ccccc2nc1Cl | 5% | -1%[38.3 µM] | 0% | -39%[inhibitor] | 2% | -1% | 11%
NC(=O)NC(=O)CC1S/C(=N/N=C/c2ccccc2)NC1=O (centres undefined) | 6% | -2% | 1% | -15% | 2% | 5% | -5%[9.22 µM]
O=C(O)C(Cc1c[nH]c2ccccc12)N1CCS(=O)(=O)CC1 (centres undefined) | -4% | 1% | -7% | -32%[inhibitor] | ? | 5% | 7%
COCC(=O)Nc1ccccc1C#N | -2% | 43%[activator][38.3 µM] | ? | -14% | 9% | -17% | -9%
CCCc1nc(N)c(C#N)c(N)c1C#N | -3% | 5%[38.3 µM] | -11% | 14% | 2% | -14% | -5%[9.22 µM]

Assay outcomes: PubChem BioAssay, National Center for Advancing Translational Sciences (NCATS)
